Assay outcomes deposited in PubChem BioAssay by several laboratories.
Tat export inh = E. coli Tat transport inhibition; inhibition, % at 10 µM; 340,000 tested, 0.036% active; AID 488895; E. coli MC4100 TorA-mCherry Tat export, fluorescence;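 active = mean replicate inhibition at least 50% and at least half of replicates individually reaching 50%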;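 note: exported cargo escapes ClpAP degradation while cytoplasmic cargo is degraded and loses fluorescence; 0% = median of neutral control wells and 100% = median of NaSCN control wells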
OPRM1-OPRD1 inv = mu-delta opioid heterodimer inverse agonism. AID 504357. inhibition, % at 9.3 µM. 340,000 tested, 0.21% active. cell-based MOR-DOR heterodimer luminescence; in the data active = inhibition above about 22%, passing the limit was not always enough;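 note: 0% = cells with DMSO and 100% = wells without cells with DMSO; values of inactives mirror those of a sister screen read the other way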
Target sequence (P35372 whole entry, looked up): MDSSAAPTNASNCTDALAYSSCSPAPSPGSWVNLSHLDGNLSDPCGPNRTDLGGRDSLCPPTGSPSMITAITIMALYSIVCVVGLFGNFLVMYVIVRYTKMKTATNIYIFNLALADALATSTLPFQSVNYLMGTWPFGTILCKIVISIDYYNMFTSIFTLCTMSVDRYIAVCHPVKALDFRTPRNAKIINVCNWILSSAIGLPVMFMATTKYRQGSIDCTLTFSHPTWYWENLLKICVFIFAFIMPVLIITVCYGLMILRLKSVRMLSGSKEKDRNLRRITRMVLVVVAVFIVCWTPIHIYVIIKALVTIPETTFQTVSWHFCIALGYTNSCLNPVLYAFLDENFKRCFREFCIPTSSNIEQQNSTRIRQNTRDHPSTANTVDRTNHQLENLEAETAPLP
Target sequence (P41143 whole entry, looked up): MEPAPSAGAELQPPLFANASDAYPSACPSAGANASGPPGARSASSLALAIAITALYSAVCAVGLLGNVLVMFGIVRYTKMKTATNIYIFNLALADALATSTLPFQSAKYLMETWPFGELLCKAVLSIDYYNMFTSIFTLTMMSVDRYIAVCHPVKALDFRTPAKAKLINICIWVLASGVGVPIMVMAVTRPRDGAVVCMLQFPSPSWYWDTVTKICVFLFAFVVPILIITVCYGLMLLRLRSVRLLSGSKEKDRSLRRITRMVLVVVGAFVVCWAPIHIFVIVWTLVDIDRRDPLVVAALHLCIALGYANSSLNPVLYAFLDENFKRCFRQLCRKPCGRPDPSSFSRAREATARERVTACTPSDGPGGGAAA
phage Ecoli inh = E. coli growth loss with phage present. inhibition, % at 11.9 µM. growth absorbance. AID 651602. 360,000 tested, 0.26% active; in the data active = inhibition above about 11%
OPRM1-OPRD1 ag = OPRM1-OPRD1 heterodimerization agonism. P35372+P41143. cells, luminescence. activation, % at 9.3 µM. 340,000 tested, 0.3% active. AID 504326; in the data active = activation above about 18%;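 note: 0% = vehicle-treated cells and 100% = reference agonist; values of inactives mirror those of a sister screen read the other way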
AddAB inh = less growth of phage-infected E. coli with AddAB. E. coli expressing H. pylori AddAB, absorbance growth. 330,000 tested, 0.29% active. inhibition, % at 11.9 µM. AID 435030; in the data active = inhibition above about 12%;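 note: 0% = vehicle wells of infected cells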
Mot1-301 SUMO = inhibitors of SUMOylation pathway: yeast Mot1-301 growth rescue; S. cerevisiae Mot1-301 growth rescue, ATP luminescence, 38.5C; percent above DMSO median, 100 means doubled; growth rescue, % at 18.8 µM; 320,000 tested, 1% active; AID 2716;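 active = every valid replicate shows activation above 250% relative to neutral control wells; inactive = the rest, any valid replicate at or below 250%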;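 note: OY570 slx delta 5 strain wells were the positive control but not used for scaling; some compounds called inactive have numbers as strong as hits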
PKA-R1A act = PKA-R1A complex activation; P00514+P68181; PKA-R1A dissociation, Cy5-IP20 fluorescence polarization; scaled: DMSO 0%, 113 µM cGMP 100%; activation, % at 11.4 µM; 340,000 tested, 0.083% active; AID 504707;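 active = percent activation above the mean of all tested compounds plus 3 SD, cut at about 19% in these data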;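 note: higher means more PKAc released from R1A so a rise in polarization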
HTR5A inv ag = HTR5A inverse agonism, opioid heterodimer counter-screen | AID 504634 | 340,000 tested, 0.083% active | inhibition, % at 9.3 µM | HTR5A cell line, luminescence; in the data active = inhibition mostly above about 23%, no sharp cut-off; inactive = mostly below about 18%;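 note: 0% = cells with DMSO and 100% = no-cell wells with DMSO; some compounds called inactive have numbers as strong as hits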
E coli growth = counter-screen for AddAB inhibitors: E. coli growth inhibition; E. coli V3065 growth, OD600 absorbance, 18 h; inhibition, % at 11.9 µM; 330,000 tested, 0.27% active; AID 449728;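 active = inhibition above the campaign's mean inhibition across all tested compounds plus 3 SD, cut at about 9.9% in these data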;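 note: uninfected addAB+ strain grown without phage in ampicillin broth; 0% = DMSO wells and 100% = ciprofloxacin 0.95 µg/ml wells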
PfHsp90 yeast 2 = growth inhibition of yeast expressing Plasmodium Hsp90; S. cerevisiae expressing PfHsp90, BacTiter-Glo ATP, 48 h; yeast lacking PDR1 and PDR3 efflux regulators; inhibition, % at 9.4 µM; 310,000 tested, 0.32% active; AID 504621;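 active = every replicate shows inhibition above about 80%, whatever the replicate mean, limit read from the data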;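 note: 0% = DMSO neutral controls and 100% = 20 µM radicicol positive controls; yeast relying on Plasmodium falciparum Hsp90 in place of its own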
PKA-R2B activ = activators of human PKA-R2B complex. P22694+P31323. PKA-R2B holoenzyme dissociation, Cy5-IP20 fluorescence polarization; R2B truncated from residue 108, S112A mutant; 0% DMSO only, 100% 113 µM cGMP. activation, % at 11.4 µM. 340,000 tested, 0.079% active;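 active = activation above a cutoff set at the mean over all compounds plus 3 SD, cut at about 18% in these data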;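 note: higher means more holoenzyme dissociation and a rise in polarization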
An asterisk follows results filed as active; nt = no result given.

SMILES	Tat export inh	OPRM1-OPRD1 inv	phage Ecoli inh	OPRM1-OPRD1 ag	AddAB inh	Mot1-301 SUMO	PKA-R1A act	HTR5A inv ag	E coli growth	PfHsp90 yeast 2	PKA-R2B activ
COc1ccc(C(=O)Nc2ccc(Cl)cn2)cc1S(=O)(=O)N1CCCC1	7	21	-0.6	-5.3	1.0	-15	-11	11	1.1	nt	12
CCC1(C)NC(=O)N(CC(=O)N2CCN(c3cccc(Cl)c3)CC2)C1=O (stereo not given)	6	14	1.9	-3.5	1.5	21	-10	-2	-1.6	1	-1
COc1ccccc1C(=O)NNC(=O)C(=O)N1CCCCC1	-4	3	-0.2	-0.5	3.5	331	-2	-10	1.1	-15	6
COc1ccc(N2CCN(CC(=O)c3ccc(Cl)cc3)CC2)cc1	-1	2	-0.5	-0.4	-1.0	-8	-7	-8	-0.1	30	-6
O=C(c1ccco1)N1CCN(c2nc(C(F)(F)F)nc3c2nnn3Cc2ccccc2)CC1	1	-7	3.7	1.3	-1.7	4	-3	-21	2.5	-15	1
Cc1ccc(N2CCN(C(=S)c3ccc(-c4ccccc4[N+](=O)[O-])o3)CC2)cc1	-4	-12	1.2	2.2	0.8	6	0	-4	0.2	-26	7
Cc1cc(NC(=O)c2cccnc2)ccc1Br	6	21	0.9	-4.5	1.7	-5	-6	-14	0.8	3	-6
Cc1cc2nc(N3CCN(C(=O)c4ccco4)CC3)sc2cc1C	10	-7	1.0	1.0	1.6	-3	3	6	1.8	nt	6
CC1(C)CC(=O)N(CC(=O)O)c2ccccc2S1	-2	5	1.0	-0.9	-0.9	7	-5	-3	-1.9	24	1
Cc1c(C(=O)N2CCc3ccccc3C2)oc2ccc(S(=O)(=O)N3CCCCCC3)cc12	7	-6	2.5	1.2	2.5	-3	-4	-13	0.2	-2	-4
C=CCOC(=O)C1=C(C)NC2(O)c3ccccc3C(=O)C12O (stereo not given)	6	-1	1.4	0.2	2.5	-14	0	7	-1.8	32	-9
CCN1CCc2nc3sc(C(=O)N4CCc5ccccc5C4)c(N)c3cc2C1	1	15	1.4	-2.8	0.0	-1	-1	3	-1.8	3	16
Cc1ccc(NC(=O)C2CCCN2S(=O)(=O)c2cccc3cccnc23)c(C)c1 (stereo not given)	-1	0	3.5	-0.1	-0.3	-20	-4	-23	-0.1	-137	-1
COc1ccc(OC)c(C(=O)Cn2nnc3ccccc3c2=O)c1	-3	9	2.6	-1.7	0.4	4	4	-24	-0.2	nt	5
CC1(C)Cc2c(oc3ncn4ncnc4c23)CO1	0	1	4.2	-0.2	1.4	-8	-7	-5	2.9	-18	5
N#Cc1ccc(NC(=S)NC(=O)C2CCCCC2)cc1	-1	-1	4.7	0.2	-1.9	177	9	13	-0.3	25	-2
O=C(CCC(=O)N1CCN(S(=O)(=O)c2ccccc2Cl)CC1)c1ccccc1	0	20	4.0	-4.2	nt	nt	5	6	nt	9	-3
Cc1ccc(NC(=O)Nc2cc(C(F)(F)F)c[nH]c2=O)cc1	-5	-16	1.5	2.5	4.0	0	-8	-49	0.6	-20	-5
CCN(CC)S(=O)(=O)c1cccc(C(=O)Nc2sc3c(c2C(N)=O)CCCC3)c1	1	8	2.4	-1.4	1.4	3	-11	-23	1.8	nt	-6
O=C(Nc1ccccc1)C1=C(O)CC(c2ccc(Cl)cc2)N2CCN=C12 (stereo not given)	-8	8	3.0	-1.3	1.6	8	4	-11	0.5	-8	4
Cc1c(CCCC(=O)O)sc(N)c1C(=O)c1cccc(C(F)(F)F)c1	-7	18	2.1	-3.3	2.8	-4	8	-18	1.4	-33	0
CCN(Cc1nc(-c2cccc(C)c2)no1)C(=O)c1ccc2c(c1)OCO2	11	-10	1.4	1.2	2.1	144	-2	2	-0.3	1	0
Oc1ccc(Br)cc1CNc1ccccn1	-1	-1	3.7	0.1	0.9	0	-5	2	-0.2	-14	0
O=c1[nH]c(=S)[nH]nc1Cc1ccccc1	1	17	3.0	-4.0	4.5	3	-12	-21	1.9	0	-4
O=C(O)CCCC(=O)N(Cc1ccccc1)Cc1ccccc1	3	0	0.8	0.0	1.0	-9	1	-6	0.8	nt	-7
C/C(=N\NC(=O)c1cccc(Br)c1)c1cccc(NC(=O)c2ccc(C)o2)c1	23	6	1.4	-1.0	1.2	11	-5	7	0.6	-2	-14
CC(C)Oc1ccc(C(=O)N2CCCc3ccccc32)cc1	9	-27	2.0	5.0	-0.6	93	-5	5	-1.3	-5	-3
COc1cc(C(CCN2CCCCC2)c2c(OC)cc(OC)c3c(C)cc(=O)oc23)cc(OC)c1OC (stereo not given)	9	15	2.2	-2.6	-1.1	4	-9	14	-1.0	nt	-4
CN(CC(=O)Nc1cccc(F)c1)C(=O)c1cc([N+](=O)[O-])ccc1N1CCOCC1	6	0	2.7	0.0	-1.4	-7	-11	20	-2.3	-13	-5
O=C(CNC(=S)N(CCCN1CCOCC1)Cc1cccs1)NCc1ccc(Cl)cc1	-2	4	1.0	-0.8	0.1	-17	-1	-3	-0.8	-6	2
NC(=O)C1=C[C@@H](c2coc3ccccc3c2=O)C[C@@H](OCCCCO)O1	-5	14	2.3	-2.5	2.7	12	1	14	-0.4	-14	-9
COc1cc(C(=O)Nc2cccc(-n3cnnn3)c2)cc(Cl)c1OC	-4	-4	0.3	0.7	0.1	5	-7	6	-3.7	-10	-4
CNc1ncc(-c2nnnn2-c2ccccc2)c(-c2ccccc2)n1	-5	16	4.4	-3.1	0.9	-6	-3	22	-0.2	-5	-3
CCOCCc1nnc(NC(=O)Cc2ccc(Br)cc2)s1	-10	-8	1.9	1.4	1.8	195	-2	-7	-0.4	-1	-3
O=C(O)c1c[nH]c(=O)c2ccccc12	5	5	4.0	-0.9	0.2	49	-3	14	-1.3	9	-10
CCOC(=O)CNC(=O)CSc1nc(-c2ccc(OC)cc2)ns1	-1	3	-0.3	-0.6	0.3	-1	-5	45	1.1	0	-2
Cc1cccc(CSC2=CS(=O)(=O)c3ccccc3N2)c1	5	-33	5.1	7.4	4.6	-4	-3	18	0.7	4	-8
O=C(Nc1ncc([N+](=O)[O-])s1)c1ccccc1Br	-6	2	3.0	-0.5	3.8	23	3	-33	0.5	-67	9
NC(=O)c1ccccc1NC(=O)c1ccccc1F	-2	13	4.5	-2.5	1.3	0	-11	-3	1.9	0	1
CN(C)C1C(=O)c2ccccc2C1=O	-10	6	2.7	-1.1	2.6	-5	2	16	-0.4	10	-2
COCCn1c(CCc2ccccc2)n[nH]c1=S	0	8	3.3	-1.6	1.2	2	-4	-1	3.3	-2	6
Cc1cccc2nc(CSc3nc4ccccc4o3)cn12	0	13	3.9	-2.7	-1.4	-1	-3	-1	0.8	28	6
CCC(c1nnnn1C1CCCC1)N1CCC(C(N)=O)CC1 (stereo not given)	-3	nt	3.0	nt	7.1	-29	nt	nt	3.4	-10	nt
COc1ccc(OC)c(S(=O)(=O)NC2CC(=O)N(c3cccc(F)c3)C2)c1 (stereo not given)	5	10	-0.2	-2.1	1.5	-16	-2	5	0.8	-19	-4
C=CCNCCCOc1ccc(Cl)cc1C(C)(C)C	15	-26	6.9	5.2	0.6	3	-4	-1	2.3	10	-3
CCN(C(=O)COC(=O)CNC(=O)C12CC3CC(CC(C3)C1)C2)C1CCS(=O)(=O)C1 (stereo not given)	-2	15	3.6	-2.3	5.2	-4	1	-4	-1.1	-13	-1
Cc1c(NS(=O)(=O)c2cccc(C(=O)NCc3ccccc3Cl)c2)c(=O)n(-c2ccccc2)n1C	-5	8	6.7	-1.5	nt	nt	-1	-6	nt	-20	-3
CCC1(C)Cc2c(sc3c2c(=O)n(C)c2nnc(SCc4ccccc4)n32)CO1 (stereo not given)	6	7	1.5	-1.2	2.6	-11	4	12	2.4	nt	-3
Cn1cnnc1SC(C(=O)Nc1ccc(F)cc1)c1ccccc1 (stereo not given)	0	13	3.2	-2.2	-1.8	-9	4	-6	0.7	9	-2
Cc1ccc(N=C(N(C)C)P(=O)(N(C)C)N(C)C)c(C)c1	5	15	2.3	-3.0	0.4	300	3	-6	-0.7	8	1

(cont.)
SMILES	Tat export inh	OPRM1-OPRD1 inv	phage Ecoli inh	OPRM1-OPRD1 ag	AddAB inh	Mot1-301 SUMO	PKA-R1A act	HTR5A inv ag	E coli growth	PfHsp90 yeast 2	PKA-R2B activ
COc1ccc(CCNC(=O)c2cccc(S(=O)(=O)NC(C)c3ccccc3)c2)cc1 (stereo not given)	-6	1	1.9	-0.2	0.6	-6	8	-13	-0.9	5	7
Cc1nn(-c2ccc(Cl)cc2)c(=O)c2c(C)noc12	-8	15	-0.1	-3.0	0.3	18	-10	-22	1.0	6	0
COc1ccc(OC)c(C(=O)NC2CCSc3ccccc32)c1 (stereo not given)	2	1	0.4	-0.1	3.1	108	3	-16	-2.1	29	-5
COc1ccc(NC(=O)N2CCCCC2c2cccnc2)cc1 (stereo not given)	4	11	2.5	-2.1	1.3	41	2	21	0.7	-3	-5
CC1=CC(C)(C)NC(=S)N1c1ccc(N(C)C)cc1	-6	8	1.2	-1.7	nt	nt	8	-6	nt	11	-3
Cc1ccc(Sc2sc(=O)n(C)c2S(=O)(=O)c2ccc(C)cc2)cc1	-7	2	2.0	-0.4	5.0	5	1	0	3.0	-15	-8
O=C(CSc1nc2c(sc3ccccc32)c(=O)n1CCO)NCC1CCCO1 (stereo not given)	0	10	4.0	-1.8	-0.3	-3	-1	11	-0.2	-11	-6
COc1ccc(/C(=N/OC(C)=O)c2nccc3cc(OC)c(OC)cc23)cc1OC	-10	7	4.5	-1.4	1.9	-7	8	-7	-0.3	-31	-2
O=C1CCCN1CC1CCN(Cc2nc(CC3CC3)no2)CC1	4	11	4.1	-2.2	3.5	-24	-8	10	-2.9	-33	-5
O=C(Nc1cccc(Cl)c1N1CCOCC1)c1ccc([N+](=O)[O-])o1	-10	-15	2.6	2.9	3.2	-33	-9	3	2.2	-63	1
Cc1ccc(CS(=O)(=O)CCC(=O)NCc2cccs2)cc1	4	5	-2.2	-0.9	0.6	2	-5	-11	-2.5	10	-8
Cn1c(=O)cc(SCC(=O)Nc2cccnc2)c2ccccc21	10	5	2.0	-0.9	1.0	96	-4	-9	0.0	-3	-6
Cc1ccc(C2=NS(=O)(=O)N(C)C(C(=O)NC3CCCCC3)=C2)cc1	4	-3	2.4	0.5	0.0	112	-2	5	-0.9	-4	5
CSCCC(NS(=O)(=O)c1ccccc1F)C(=O)Nc1cccc(C)n1 (stereo not given)	-5	-4	1.0	0.7	1.0	-11	1	-6	-1.6	-57	7
N#Cc1ccccc1NC(=O)c1ccc(-c2ccccc2Cl)o1	-5	-19	2.5	3.4	-0.6	14	-8	-19	1.9	-14	3
COc1c(Cl)cccc1-c1cn2ccccc2n1	1	-1	4.2	0.1	-0.2	98	1	-8	-1.8	30	-1
CCOc1c(Cl)cc(CNCc2ccccn2)cc1OC	-10	5	-0.6	-1.0	1.1	1	-5	-21	-1.2	-8	-2
